# Calpain2 inh: calpain II (pig) inhibition; purified calpain II, fluorogenic peptide substrate, 30 min; actives 0.37% (n = 220,000); inhibition, % at 16 µM;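 active = inhibition above about 50%, limit read from the data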
# thrombin 1536: inhibitors of human thrombin; alpha-thrombin, Boc-VPR-AMC fluorogenic substrate cleavage; inhibition, % at 5 µM; actives 0.26% (n = 220,000);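 active = inhibition at or above 40%; inactive = inhibition below 40%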;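 also: 0% = enzyme with no compound and 100% = wells without enzyme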
#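 signal = AMC fluorescence, 355/460 nm | material = human alpha-thrombin enzyme | control set = enzyme without compound as high, wells lacking enzyme as low | times = reaction at room temperature | read-out basis = percent inhibition scaled between no-compound controls and no-enzyme blanks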
# hK5 inh: kallikrein 5 (human) inhibition; Q9Y337; recombinant hK5, fluorogenic AMC substrate cleavage; inhibition, % at 5 µM; actives 0.59% (n = 210,000);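 active = inhibition of 40% or more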;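 also: 0% = enzyme controls without compound and 100% = no-enzyme blanks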
# KCC2 mod: modulators of human KCC2 chloride dependent transport. Q9H2X9. KCC2 cells, thallium flux FluoZin-2 fluorescence. B-score of Tl+ flux slope (higher = more flux/activation; lower = inhibition) at 10 µM. actives 2.2% (n = 190,000);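 active = thallium flux slope and its plate-corrected score both differing from the plate sample mean at a set confidence after two filtering rounds, in either direction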;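 also: slope of fluorescence scaled to starting intensity during 10 to 20 s after thallium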
# PERK inhibitor: inhibitors of human PERK kinase; CHO PERK-DD fusion, SEAP luminescence translation reporter; inhibition, % at 5.6 µM; actives 0.17% (n = 220,000);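 active = inhibition above the mean inhibition of all tested compounds plus 3 SD, set separately per screening campaign, cut at about 2.9% in these data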;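 also: PERK kinase domain activated by AP20187 dimerizer at 100 nM; 0% = DMSO with dimerizer and 100% = rapamycin at 8.4 µM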
# Furin inhibitor: blocks human furin protease activity | P09958 | purified furin, fluorogenic substrate cleavage | inhibition, % at 30 µM | actives 0.061% (n = 220,000); in the data active = inhibition above about 25%; also: inactives centre near -15
# Target sequence (P09958 108-714 limits assumed): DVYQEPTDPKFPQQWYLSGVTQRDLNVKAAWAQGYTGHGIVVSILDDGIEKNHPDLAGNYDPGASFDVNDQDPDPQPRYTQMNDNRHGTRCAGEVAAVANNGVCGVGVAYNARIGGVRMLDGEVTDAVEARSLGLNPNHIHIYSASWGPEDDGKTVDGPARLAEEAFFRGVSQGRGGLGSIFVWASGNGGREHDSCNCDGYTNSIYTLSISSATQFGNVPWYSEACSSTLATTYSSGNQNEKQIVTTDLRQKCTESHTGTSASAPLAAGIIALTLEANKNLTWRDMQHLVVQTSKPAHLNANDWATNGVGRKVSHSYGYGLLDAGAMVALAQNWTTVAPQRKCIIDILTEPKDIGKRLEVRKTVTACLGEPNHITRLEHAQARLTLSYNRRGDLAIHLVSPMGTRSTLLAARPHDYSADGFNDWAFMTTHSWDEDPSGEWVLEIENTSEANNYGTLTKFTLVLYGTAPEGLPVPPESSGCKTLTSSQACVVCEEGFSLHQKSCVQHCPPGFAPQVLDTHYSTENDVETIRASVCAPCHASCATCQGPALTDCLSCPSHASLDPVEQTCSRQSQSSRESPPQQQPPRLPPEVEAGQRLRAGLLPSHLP
# FXIa inh 1536: inhibitors of human coagulation factor XIa; purified FXIa, Boc-Glu-Ala-Arg-AMC fluorogenic substrate; inhibition, % at 5 µM; actives 0.14% (n = 220,000);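 active = inhibition of at least 40%; inactive = inhibition below 40%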;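 also: fluorescence of freed AMC excited at 355 nm; 0% = enzyme without compound and 100% = no enzyme blank; many of its hits are not listed in these tables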
# Rad51 HR inh: blocks human Rad51 in homologous recombination. Q06609. inhibition, % at 10 µM. actives 0.085% (n = 200,000). hRad51 DNA strand exchange, fluorescence dequenching;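 active = inhibition above 40% at the single screening dose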;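 also: 0% = DMSO control wells and 100% = blanks with heterologous ssDNA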
# Target sequence (Q06609 whole entry, looked up): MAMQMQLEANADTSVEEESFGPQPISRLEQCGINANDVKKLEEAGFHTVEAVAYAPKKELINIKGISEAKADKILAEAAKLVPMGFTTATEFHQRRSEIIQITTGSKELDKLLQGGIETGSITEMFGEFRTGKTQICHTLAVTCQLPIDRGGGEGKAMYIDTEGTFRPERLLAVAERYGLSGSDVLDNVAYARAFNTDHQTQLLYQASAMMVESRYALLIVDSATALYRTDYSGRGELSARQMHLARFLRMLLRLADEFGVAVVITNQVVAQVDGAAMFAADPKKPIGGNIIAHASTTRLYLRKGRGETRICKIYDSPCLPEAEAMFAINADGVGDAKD
#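 Read-out basis: percent inhibition relative to plate controls and blanks / Assay system: human Rad51 nucleoprotein filaments preassembled on unlabelled ssDNA / Timing: filaments 15 min 37 °C, then compound 30 min / Control set: per-plate controls and blanks / Technique: fluorescence dequenching at 485/520 nm / Compound: 10 µM final, single point / Also added: Fluorescein- and BHQ1-tagged 47-mer duplex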
# FXIIa inh: factor XIIa (human) inhibition; P00748; purified FXIIa, Boc-QGR-AMC fluorogenic substrate, 2 h; inhibition, % at 5 µM; actives 0.3% (n = 220,000); AID 800; in the data active = inhibition above about 40%;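 also: 0% = enzyme with no compound and 100% = blank without enzyme; many of its hits are not listed in these tables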
# * marks the source's active call; other numbers are inactive results; i = inactive; x = not tested or not shown; [ ] = remark or other dose. Not all compounds are listed (hit frequency here may not be typical).
SMILES,Calpain2 inh,thrombin 1536,hK5 inh,KCC2 mod,PERK inhibitor,Furin inhibitor,FXIa inh 1536,Rad51 HR inh,FXIIa inh
CC(=O)c1c(C)oc2ccc(N(C(=O)c3ccncc3)S(=O)(=O)c3ccccc3)cc12,4,-6,-4,-0.49,0.6,-14,-7,2,2
Cc1ccccc1NS(=O)(=O)c1ccc(C(=O)OCC(=O)NCC(C)C)cc1,-11,-6,-12,-0.64,1.5,-15,-7,2,-3
CC1CC(C)(C)N(C(=O)CN2C(=O)c3ccccc3C2=O)c2ccccc21 (stereo not drawn),7,0,0,x,-0.8,-16[20 µM],8,7,11
CCOc1c(O)ccc(C2NC(=O)N(C)C(C)=C2C(=O)OC)c1[N+](=O)[O-] (stereo not drawn),21,-1,-4,0.15,0.3,-10,0,11,8
COc1ccc(OC)c(Cc2nnc(CCC(=O)N3CCCCC3)o2)c1,-52,-6,-6,0.79,1.5,-17,3,-69,3
Cn1c(NC(=O)/C=C\c2ccccc2)cc(=O)n(C)c1=O,64*,-6,-4,0.15,0.6,-10,-3,12,7
C[C@H](NC(=O)OC(C)(C)C)C(=O)N/N=C/c1ccc2nccnc2c1,3,-11,-5,0.31,0.8,-5,-7,0,-5
COCCN(CCOC)C(=O)c1c[nH]c2ccc(S(=O)(=O)N(C)c3ccc(F)cc3)cc2c1=O,-1,-7,-2,x,-0.3,-7,-7,4,-6
CC(/C=C/c1cccs1)=C\C(=O)O,19,-3,5,0.23,1.3,-7[20 µM],-2,-5,10
O=C(Cc1ccc(Br)cc1)Nc1ccccc1Cl,8,-8,-22,-0.23,0.6,-22,20,x,2
Cc1ccc(O)c(C=Nc2ccc3[nH]ncc3c2)c1,-74,-5,-12,0.024,0.6,-11,1,x,5
Cn1c(Cl)c(/C=N/OC(=O)c2cccc(Cl)c2)c2ccccc21,13,6,22,x,0.8,-13,-2,x,10
CCCc1cc(C(=O)NCc2cccnc2)no1,-6,-4,-27,0.36,0.4,-13,4,-2,14
Cc1cccc(NC(=O)c2cc([N+](=O)[O-])ccc2NC2CCCCC2)c1,9,2,2,-0.34,0.0,6,1,x,9
CCC(=O)Nc1ccc(NC(=O)c2ccccc2)nc1,-32,-4,2,0.53,0.1,-18,-2,-44,8
O=C(Cn1nnc(-c2ccc(CN3CCOCC3)cc2)n1)Nc1nc(-c2ccccc2)cs1,-60,1,-23,0.77,-0.2,-18,8,-2,7
Cc1cc(C)n(-c2cc(N3CCN(C(=O)c4ccc(C(C)(C)C)cc4)CC3)ccc2[N+](=O)[O-])n1,-39,-3,-2,0.44,0.4,-27[20 µM],1,3,12
CC(C)[N+](C)(C)CC#CC(O)(c1ccccc1)c1ccccc1,-9,-7,-4,0.14,0.2,1,-6,14,3
Cc1nc(-c2ccc(S(=O)(=O)Oc3ccccc3Cl)s2)cs1,1,-8,-6,x,1.5,-13,-4,6,1
COc1ccc(N2CCN(C(CNC(=O)C(=O)NCc3ccc4c(c3)OCO4)c3ccco3)CC2)cc1 (stereo not drawn),-4,-2,-14,0.8,1.4,-20,-7,7,4
O=C(CN1C(=O)CC(c2ccccc2)Sc2ccccc21)NCC1CCCO1 (stereo not drawn),-17,6,0,1.1,0.7,-26,-1,28,7
N#CC1=C2SCN(c3ccc(F)cc3)CN2C(=O)CC1c1cccc(F)c1 (stereo not drawn),11,-5,-11,x,0.8,-27,0,-4,10
CCC(=O)Nc1ccc2nc(SCC(=O)N3CCOCC3)sc2c1,-9,4,-4,0.035,1.4,-25,-3,21,6
CCc1ccc(NC(=S)NC2CC3CCCC(C2)N3Cc2cccs2)cc1 (stereo not drawn),30,0,1,-0.63,-0.4,-10[20 µM],5,-9,14

# Fetched one by one from the list above:
SMILES,Calpain2 inh,thrombin 1536,hK5 inh,KCC2 mod,PERK inhibitor,Furin inhibitor,FXIa inh 1536,Rad51 HR inh,FXIIa inh
Cc1cc(C)n(-c2cc(N3CCN(C(=O)c4ccc(C(C)(C)C)cc4)CC3)ccc2[N+](=O)[O-])n1,-39,-3,-2,0.44,0.4,-27[20 µM],1,3,12
Cc1nc(-c2ccc(S(=O)(=O)Oc3ccccc3Cl)s2)cs1,1,-8,-6,x,1.5,-13,-4,6,1
O=C(Cn1nnc(-c2ccc(CN3CCOCC3)cc2)n1)Nc1nc(-c2ccccc2)cs1,-60,1,-23,0.77,-0.2,-18,8,-2,7
COc1ccc(N2CCN(C(CNC(=O)C(=O)NCc3ccc4c(c3)OCO4)c3ccco3)CC2)cc1 (stereo not drawn),-4,-2,-14,0.8,1.4,-20,-7,7,4

# The listing picks up, repeating the 4 entries before the break.
SMILES,Calpain2 inh,thrombin 1536,hK5 inh,KCC2 mod,PERK inhibitor,Furin inhibitor,FXIa inh 1536,Rad51 HR inh,FXIIa inh
O=C(CN1C(=O)CC(c2ccccc2)Sc2ccccc21)NCC1CCCO1 (stereo not drawn),-17,6,0,1.1,0.7,-26,-1,28,7
N#CC1=C2SCN(c3ccc(F)cc3)CN2C(=O)CC1c1cccc(F)c1 (stereo not drawn),11,-5,-11,x,0.8,-27,0,-4,10
CCC(=O)Nc1ccc2nc(SCC(=O)N3CCOCC3)sc2c1,-9,4,-4,0.035,1.4,-25,-3,21,6
CCc1ccc(NC(=S)NC2CC3CCCC(C2)N3Cc2cccs2)cc1 (stereo not drawn),30,0,1,-0.63,-0.4,-10[20 µM],5,-9,14
Cc1cccc(-n2nc(C(=O)c3ccco3)cc(-c3nc4ccccc4[nH]3)c2=N)c1,-64,0,-86,-1.6,-0.2,2,10,-2,15
COc1ccc(/C(O)=C2/C(=O)C(=O)N(c3ncccn3)C2c2ccc(OC)cc2)cc1 (stereo not drawn),36,-1,-6,0.4,0.0,-2,6,x,4
Cc1cc(N2CCCc3ccccc32)n2ncnc2n1,28,-6,5,-0.08,-0.4,-7,2,3,5
O=C(CN1CCc2ccccc2C1)Nc1ccc(F)cc1F,26,6,-6,i,1.0,-18,-2,-41,5
COc1ccc(NC(=O)CSc2nnc(N)n2CC(=O)Nc2ccc(OC)cc2)cc1,-18,-1,-3,0.75,1.9,-19,1,-19,5
CCNC(=O)Cc1ccc(Br)cc1,-34,-6,0,x,1.0,-19[20 µM],-3,x,7
CCN(CC)CCCN1C(=O)c2oc3ccccc3c(=O)c2C1c1cccnc1 (stereo not drawn),-30,1,18,x,0.9,-10,11,-3,20
N#Cc1c(NC(=O)CCn2cnc3ccccc3c2=O)oc(-c2ccccc2)c1-c1ccccc1,-442,-43,-18,-0.14,0.1,28*[20 µM],-3,-1,-1
Cc1cccc(CS(=O)(=O)Cc2ccc(C(=O)NCCCN3CCCC3)o2)c1,30,-13,-29,x,-0.1,-11[20 µM],-10,4,-13
Cc1cccc2cc(CN(Cc3ccc4c(c3)OCO4)Cc3nnnn3C3CCCC3)c(=O)[nH]c12,-16,2,1,x,-1.1,-17,8,4,15
CCOP(=O)(OCC)C(NC(=O)Nc1ccccc1)c1ccccc1 (stereo not drawn),4,-5,-4,1.6,1.4,-22,20,-7,20
Cc1nn(C)c(C)c1/C=C1/SC(=S)NC1=O,16,-2,6,-4*,-0.6,19[20 µM],-4,x,-3

# Single records (already shown). Screens in order: Calpain2 inh | thrombin 1536 | hK5 inh | KCC2 mod | PERK inhibitor | Furin inhibitor | FXIa inh 1536 | Rad51 HR inh | FXIIa inh
# `CCNC(=O)Cc1ccc(Br)cc1` is listed as -34 | -6 | 0 | x | 1.0 | -19[20 µM] | -3 | x | 7
# `Cc1cccc(CS(=O)(=O)Cc2ccc(C(=O)NCCCN3CCCC3)o2)c1` is listed as 30 | -13 | -29 | x | -0.1 | -11[20 µM] | -10 | 4 | -13

# Additional results follow.
SMILES,Calpain2 inh,thrombin 1536,hK5 inh,KCC2 mod,PERK inhibitor,Furin inhibitor,FXIa inh 1536,Rad51 HR inh,FXIIa inh
COc1ccc(COc2ccsc2C(=O)Nc2ccc(Cl)cc2)cc1,-50,2,-3,x,-0.1,-26[20 µM],6,4,16
CC(=O)c1ccc(N2C(=O)[C@@H]3C(C(=O)CCN4C(=O)c5ccccc5C4=O)=NN[C@@H]3C2=O)cc1,6,6,1,-0.25,1.1,-19,10,x,16
CCN1CCN(S(=O)(=O)c2cccs2)CC1,6,-16,5,-0.59,0.1,-9[20 µM],1,-6,-7
CCOC(=O)N1CCC(Nc2c(-c3ccc(C)cc3)c(=O)c2=O)CC1,21,-9,-5,0.41,-0.4,-18[20 µM],3,-7,-1
Cc1ccc(Cn2cnc3ccccc32)cc1C,-3,-1,-5,0.047,0.2,-12,10,-2,6
NC(=O)CNC(=O)[C@@H]1CC2(CC(c3cccc([N+](=O)[O-])c3)=NO2)CN1C(=O)c1ccccc1 (stereo partly drawn),21,2,9,-0.44,1.9,-23[20 µM],-6,3,2
CN(C)c1ccc(CNn2cnnc2SCc2ccccc2F)cc1,-15,-3,-1,-1.5,-0.5,0[20 µM],6,-1,12
CCc1c(C)nc2cc(-c3ccc(OC)cc3)[nH]n2c1=O,x,-3,-13,-2.7,-0.4,-8,-15,-25,-11
CC1Cc2ccccc2N1CC(=O)Nc1ccc(Cl)c(S(=O)(=O)N(C)C)c1 (stereo not drawn),31,-6,11,-0.11,-0.1,-15,7,1,20
COc1c(F)c(F)c(C(=O)O)c(Nc2ccc(C)cc2C)c1F,19,0,-1,-1.2,1.0,-23,3,-5,4
COc1ccc(C(=O)NC(C(=O)NCC2CCCO2)C(C)C)cc1 (stereo not drawn),6,-21,-1,0.74,0.4,-24,-3,-1,6
Cc1ccc(S(=O)(=O)Nc2ccccc2/C=N/c2nc3ccccc3n2C)cc1,-13,-8,-28,0.19,0.2,-17,0,x,3
CC(=O)Nc1ccc(NC(=O)Cn2ccc([N+](=O)[O-])n2)cc1,-28,-9,4,0.35,1.2,-19,-4,2,1
CC1(C)CC(=O)C2=C(C1)Nc1cc(Cl)ccc1S2,-5,-3,1,0.5,-0.8,-18,1,-78,7
CCC(C)NC(=O)C1CCN(S(=O)(=O)c2cccc3cccnc23)CC1 (stereo not drawn),-21,-8,-8,0.15,0.6,-9,-5,8,6
COc1ccc(NC(=O)CCN2CCN(S(=O)(=O)c3cc(Cl)ccc3OC)CC2)cc1,-26,0,-18,x,-0.2,-24,-8,-5,12
C=CCNc1nc(N)c(C(=C(C#N)C#N)c2ccc(Br)cc2)s1,-456,-5,-31,-0.59,1.2,-34,4,-5,3
CC(=O)/C(=N\Nc1ccccc1)Oc1ccc([N+](=O)[O-])cc1,24,-2,0,-0.74,1.1,-3[20 µM],-3,-1,-1
Cc1nc(=O)c(-c2ccccc2)c(C)n1-c1cccc(C(=O)O)c1,-12,-3,7,-1.6,1.5,-18,0,2,-1
O=C(Nc1nnc(-c2ccco2)o1)c1ccc(S(=O)(=O)N2CCOCC2)cc1,4,3,-17,-0.75,1.9,-22,0,7,-3
CC1C/C(=C/c2ccco2)C(=O)/C(=C/c2ccco2)C1 (stereo not drawn),-20,-6,-22,-0.98,0.3,-13,6,-228,-1
Nc1nc(SCc2nc3sc4c(c3c(=O)[nH]2)CCCC4)n[nH]1,-3,-3,-16,1.1,0.2,-13,0,x,3
O=C(CSc1nnc(-c2cccnc2)n1Cc1ccco1)c1ccc2ccccc2c1,-233,3,-12,-3.1,-1.2,-18,4,-6,10
